# D2 antagonist: HTS Assay for Allosteric Antagonists of the Human D2 Dopamine Receptor: Primary Screen for Antagonists; D(2) dopamine receptor (Homo sapiens), P14416; HEK293 TREx D2 cells, calcium flux, dopamine EC80; inhibition, % at 10 µM; hit rate 2% among 340,000; AID 485344, 2010; in the data active = inhibition above about 30%; note: 0% is about no effect
# Target sequence (P14416 whole entry, looked up): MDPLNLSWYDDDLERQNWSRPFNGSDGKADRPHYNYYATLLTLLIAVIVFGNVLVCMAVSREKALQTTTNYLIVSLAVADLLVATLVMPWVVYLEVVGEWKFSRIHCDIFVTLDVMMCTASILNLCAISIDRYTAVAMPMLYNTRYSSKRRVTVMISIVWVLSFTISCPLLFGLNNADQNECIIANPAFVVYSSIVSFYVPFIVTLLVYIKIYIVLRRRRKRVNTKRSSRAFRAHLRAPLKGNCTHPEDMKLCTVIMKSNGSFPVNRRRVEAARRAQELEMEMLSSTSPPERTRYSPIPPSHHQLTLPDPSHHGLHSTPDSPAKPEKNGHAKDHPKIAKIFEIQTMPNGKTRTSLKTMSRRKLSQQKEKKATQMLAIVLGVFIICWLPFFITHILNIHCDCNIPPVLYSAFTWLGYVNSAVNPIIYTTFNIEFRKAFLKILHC
#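 Measurement of antagonist activity uses fluorescent calcium dye in inducible HEK293 T-REx D2 cells: 10 s baseline, compound addition with 180 s read, EC80 dopamine addition with a further 180 s read.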
# RXFP1 antagonist: qHTS Assay for Antagonists of the Relaxin Receptor RXFP1. Relaxin receptor 1 (Homo sapiens), Q9HBX9. HEK293-RXFP1, relaxin-stimulated cAMP HTRF, 30 min; hits give low values. activity change, negative = inhibition, % at 57.5 µM. hit rate 0.59% among 350,000;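 active = activity change of -60% or lower, but not beyond a set lower limit; inconclusive = change between -60% and -40%, or beyond the set limit; inactive = change above -40%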; note: % is set by controls: 0 for no effect and ±100 for the full control effect
# D2 ag: HTS Assay for Allosteric Agonists of the Human D2 Dopamine Receptor: Primary Screen for Agonists; HEK293 T-REx D2 cells, calcium flux agonist mode; activation, % at 2 µM; hit rate 0.53% among 340,000;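 active = activation over 3 SD above normal in the single-dose calcium agonist read, cut at about 30% in these data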; note: 0% is about no effect
#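 Tetracycline-induced HEK293 Trex cells with D2 receptor force-coupled to calcium signaling, plated overnight at 30 C and loaded with no-wash calcium dye. Calcium flux read kinetically for 180 s after compound addition; responses flag agonists.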
# D1 potentiator: Potentiators of Human D1 Dopamine Receptor: qHTS; HEK293 TREx D1 cells, calcium flux, dopamine EC20 potentiation; D(1A) dopamine receptor (Homo sapiens), P21728; potentiation, % at 10 µM; AID 504651, 2011; hit rate 0.036% among 360,000; in the data active = potentiation above about 30%; note: 0% is about no effect
# Target sequence (P21728 whole entry, looked up): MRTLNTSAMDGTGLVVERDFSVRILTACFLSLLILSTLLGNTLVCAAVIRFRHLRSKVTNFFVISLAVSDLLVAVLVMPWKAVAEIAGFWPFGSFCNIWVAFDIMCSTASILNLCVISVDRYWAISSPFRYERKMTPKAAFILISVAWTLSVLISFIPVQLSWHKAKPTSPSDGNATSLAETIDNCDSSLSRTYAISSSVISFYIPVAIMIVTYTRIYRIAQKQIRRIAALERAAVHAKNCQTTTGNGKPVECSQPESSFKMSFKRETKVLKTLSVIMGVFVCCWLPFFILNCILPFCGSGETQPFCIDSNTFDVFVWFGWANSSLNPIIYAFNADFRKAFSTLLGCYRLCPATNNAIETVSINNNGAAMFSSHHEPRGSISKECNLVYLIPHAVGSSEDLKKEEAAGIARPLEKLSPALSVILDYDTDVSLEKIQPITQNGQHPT
# D2 potentiator: HTS Assay for Positive Allosteric Modulators of the Human D2 Dopamine Receptor: Primary Screen for Potentiators. D(2) dopamine receptor (Homo sapiens), P14416. HEK293 T-REx D2, calcium flux, EC20 dopamine potentiation. potentiation, % at 10 µM. hit rate 0.34% among 340,000;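 active = potentiation over 3 SD above the plate norm, cut at about 30% in these data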; note: 0% is about no effect
#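 Calcium flux readout, no-wash dye, 1 read/s. Inducible HEK293 Trex D2 line, overnight 30 C. Compound alone 180 s (agonist flags), then EC20 dopamine, another 180 s to score potentiation.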
# D1 ag: Allosteric Agonists of the Human D1 Dopamine Receptor: qHTS. HEK293 T-REx D1 cells, calcium flux, agonist mode. activation, % at 2 µM. hit rate 1% among 360,000. AID 504660, 2011; note: 0% is about no effect
#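 Tetracycline-induced HEK293 TREx D1 cells, force-coupled to calcium signalling, were dye-loaded with a no-wash calcium kit. Compound was pin-added after a 10 s baseline. Fluorescence was read kinetically at 1 cycle/s for 180 s, with calcium rises flagged as agonism.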
# TRHR PAM: qHTS for Small Molecule Agonists and Allosteric Enhancers of Human TRH Receptor: Primary Screen for Enhancers; Thyrotropin-releasing hormone receptor (Homo sapiens), P34981; TRHR cells, fluo-8 calcium fluorescence, EC20 TRH enhancement; enhancement, % at 2 µM; hit rate 0.66% among 360,000; in the data active = enhancement above about 30%; note: 0% is about no effect
#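 Enhancer read-out: after compound pinning and an initial kinetic agonist-mode read, an EC20 of TRH (10 nM final) was injected and fluo-8 calcium signal (Ex 480/Em 530) followed at 1 s/cycle for 100 cycles in TRHR-expressing cells.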
# D1 antagonist: Antagonist of Human D 1 Dopamine Receptor: qHTS; D(1A) dopamine receptor (Homo sapiens), P21728; HEK293 TREx D1 cells, calcium flux, dopamine EC80; hits give low values; activity change, negative = inhibition, % at 10 µM; hit rate 3.2% among 360,000; AID 504652, 2011; in the data active = activity change below about -30%; note: % is set by controls: 0 for no effect and ±100 for the full control effect
#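 After overnight tetracycline induction at 30 C, force-coupled D1 HEK293 cells took up a no-wash calcium dye at room temperature. Compounds were added and monitored 180 s, and the response to EC80 dopamine was then recorded.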
# TRHR ag: qHTS for Small Molecule Agonists and Allosteric Enhancers of Human TRH Receptor: Primary Screen for Agonists; Thyrotropin-releasing hormone receptor (Homo sapiens), P34981; TRHR cells, calcium flux fluo-8, FDSS agonist mode; activation, % at 2 µM; hit rate 0.18% among 360,000; note: 0% is about no effect
#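 In this calcium-flux screen, cells bearing human TRHR are dye-loaded with fluo-8, baselined for 10 cycles, then exposed to library compounds; positive kinetic calcium responses during the agonist phase mark hits, with TRH as control.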
# Numbers without * were called inactive; ? = inconclusive; . = no result given; & = joins results of further samples; ! = not active in a repeat. Cut-off read from the data, not from the text of the source, unless noted: active = activation above about 30%; inactive = the rest. Rows are unselected. Share with any hit: about 7.1%.
# The first 6 compounds, to show the layout:
SMILES,D2 antagonist,RXFP1 antagonist,D2 ag,D1 potentiator,D2 potentiator,D1 ag,TRHR PAM,D1 antagonist,TRHR ag
CCOc1ccccc1/C=N/Nc1nc2ccccc2o1,20,-21,-0.3,0,-21,0,-3,-1,-1.0
Cc1nn(C)c(C)c1CN(C)C(=O)C1CCC(=O)N(C2CCCCCC2)C1 (stereo not drawn),5,-4,2.4,1,-5,2,-4,9,1.2
COc1ccc(CCN(Cc2ccccn2)C(=S)Nc2cccc(C)c2)cc1OC,3,-14,1.6,-6,-7,2,-22,-12,-0.1
CCOC(=O)C1CCC(CN(Cc2ccc(OC)cc2)S(=O)(=O)c2ccc(F)c(C(=O)Nc3c(C)cccc3C)c2)CC1 (stereo not drawn),.,-15,0.1,3,12,0,2,12,1.0
COc1ccc(-c2nc(C)c(CCNC(=O)c3cc(OC)c(OC)c(OC)c3)s2)cc1OC,.,.,1.0,2,-4,0,1,-8,-0.8
COc1cccc(C(=O)Nc2ccc(NC(=O)C3CCCCC3)nc2)c1,0,-20,0.9,-2,3,2,12,-17,0.9

# The list itself, previewed entries included:
SMILES,D2 antagonist,RXFP1 antagonist,D2 ag,D1 potentiator,D2 potentiator,D1 ag,TRHR PAM,D1 antagonist,TRHR ag
CCOc1ccccc1/C=N/Nc1nc2ccccc2o1,20,-21,-0.3,0,-21,0,-3,-1,-1.0
Cc1nn(C)c(C)c1CN(C)C(=O)C1CCC(=O)N(C2CCCCCC2)C1 (stereo not drawn),5,-4,2.4,1,-5,2,-4,9,1.2
COc1ccc(CCN(Cc2ccccn2)C(=S)Nc2cccc(C)c2)cc1OC,3,-14,1.6,-6,-7,2,-22,-12,-0.1
CCOC(=O)C1CCC(CN(Cc2ccc(OC)cc2)S(=O)(=O)c2ccc(F)c(C(=O)Nc3c(C)cccc3C)c2)CC1 (stereo not drawn),.,-15,0.1,3,12,0,2,12,1.0
COc1ccc(-c2nc(C)c(CCNC(=O)c3cc(OC)c(OC)c(OC)c3)s2)cc1OC,.,.,1.0,2,-4,0,1,-8,-0.8
COc1cccc(C(=O)Nc2ccc(NC(=O)C3CCCCC3)nc2)c1,0,-20,0.9,-2,3,2,12,-17,0.9
O=C1CN(C(=O)c2cccc(Br)c2)C(c2ccccc2)c2cc(Cl)ccc2N1 (stereo not drawn),.,-15,1.0,-1,-2,6,-6,15,0.5
S=c1[nH]nc(-c2ccccc2)n1C1C=CCCC1 (stereo not drawn),-10,-13,-0.4,-3,8,2,5,0,-1.3
COc1ccc(C)cc1NC(=O)CSc1nnc(CC(=O)Nc2ccccc2F)n1C,-4,-2,-0.3,-4,16,1,3,5,-0.6
CCS(=O)(=O)c1ncc(Cl)c(C(=O)Nc2ccc(S(=O)(=O)N(C)c3ccccc3)cc2)n1,-11,?,1.0&24,-18&-3,-12&-18,2&0,-11&-6,-61*!,0.7&1.1
COc1ccc(C(=O)N2CCc3ccccc32)cc1,19,10,0.9,-3,-5,1,-6,-16,0.1
Cc1ccc(-c2nc(N)n(C(=O)c3cccnc3)n2)cc1,-15,4,-1.0,13,.,-1,14,-10,-1.8
N#Cc1nc(COc2ccccc2Cl)oc1N1CCCC1,-4,-16,-0.8,-3,2,2,-10,-31*,-1.2
CCOc1ccc2nc(Cl)c(C3CC(c4ccccc4)=NN3C(=O)c3ccco3)cc2c1 (stereo not drawn),-7,.,-0.1,-5,8,0,-1,-7,0.5
CC(C)C[C@H](NC(=O)OC(C)(C)C)C(=O)N/N=C/C1=Cc2ccccc2OC1C (stereo partly drawn),3,-14,-0.2,-3,0,0,-2,-5,0.3
CCN1c2ccccc2-c2nc(SCC(=O)Nc3cc(F)ccc3F)ncc2S1(=O)=O,.,-9,1.2,-6,1,8,-4,-9,0.6
COc1cccc(N2CCN(C(=O)C3CCCN(S(=O)(=O)c4ccc(Br)s4)C3)CC2)c1 (stereo not drawn),.,4,-0.9,-1,19,0,-6,-15,-0.8
COc1ccc(C)cc1N(CC(=O)N1CCCC1)S(C)(=O)=O,1,-1,-0.7,-2,1,0,-7,4,-1.3
COC(=O)c1cc2ccsc2n1CC(=O)NCC1CCCO1 (stereo not drawn),-4,-14,0.3,0,0,1,11,17,-0.2
O=C(NC(=S)NCCN1CCOCC1)c1ccccc1Br,8,10,0.7,0,6,1,-6,-4,0.1
Cc1ccc(NC(=O)CN(C)C(=O)COc2c(Cl)cc(Cl)c3ccc(C)nc23)cc1,-9,2,-0.1,-1,3,2,2,0,0.0
COc1ccccc1N1Cc2ccccc2C1,9,6,-0.3,-4,1,1,-12,-14,-0.2
N#CC1=C(N)N2C(=C(C#N)C13CCCC3)Nc1ccccc12,9,-5,-0.6,-5,-5,2,1,2,-2.5
c1ccc(CCN=C2CCCc3c2[nH]c2ccccc32)cc1,58*,8,77*,-1,-23,3,4,0,0.3
COC(=O)[C@H](CCSC)NC(=O)NCc1cccs1,-8,9,-0.2,-3,-3,4,0,2,0.0
Cc1ccccc1NC1=C(Cl)C(=O)OC1OC(C)C (stereo not drawn),-3,-4,0.8,-5,-5,2,-3,-6,0.0
COc1ccccc1C(=O)C1CCCN(C(=O)CCn2cnnn2)C1 (stereo not drawn),-8,7,0.3,3,-6,0,22,4,0.0
O=c1[nH]c2ccccc2n1C1CCCCC1,.,2,.,0,.,4,-1,11,-0.3
CC(C)C(=O)Nc1ccc(C(=O)Nc2ccc(S(=O)(=O)N3CCOCC3)cc2)cc1,4,-6,0.4,-7,-13,6,-4,1,0.7
O=C(Nc1nnc(S(=O)(=O)N2CCCCC2)s1)c1ccc(F)cc1,.,-6,-0.5,1,2,20,19,-12,-0.3
O=C(/C=C/c1cccs1)NC1CC1,-22,-11,2.2,-6,-4,2,-2,14,0.3
O=C(c1ccccn1)N(Cc1ccco1)C1(C(=O)NC2CCCC2)CCCCC1,-12,-7,0.1,3,1,2,2,-10,-0.2
O=C(O)/C=C/c1ccc(OCCCF)cc1,5,8,0.4,-5,-1,2,-2,7,0.4
CSc1nc(Cl)c(C#N)c(-c2ccc(C)cc2)n1,-4,8,0.0,-4,-2,2,7,6,0.2
Oc1ccccc1C=NC(c1ccccc1)C(O)c1ccccc1 (stereo not drawn),9,.,0.5,-2,-5,4,-5,21,1.8
O=C(N/N=C/c1ccc(OCc2ccccc2)cc1)c1ccc(O)cc1,2,-9,3.1,-7,6,2,1,7,3.2
Cc1cccc(NC(=O)C2CCN(S(C)(=O)=O)CC2)c1C,-5,-6,0.6,-7,6,4,-3,-8,0.4
c1ccc(Cn2nnnc2-c2ccco2)cc1,-1,8,-0.3,-1,-2,3,-6,6,-0.2
CCOc1cc2c(cc1OCC)C(c1c(F)cccc1Cl)CC(=O)N2 (stereo not drawn),.,.,-0.1,-2,10,1,-1,4,-0.5
Cc1ccc(Cl)cc1N(C)C(=O)C1CCCN(c2ncnc3onc(-c4ccc(F)cc4)c23)C1 (stereo not drawn),.,-17,-0.5,-4,-10,3,-9,4,0.6
CC(C)c1ccccc1OS(N)(=O)=O,11,.,0.0,-1,4,0,6,-7,-0.6
Cc1ccccc1C(=O)NCCNC(=O)c1ccccn1,-3,-23,3.4,.,0,3,-1,8,0.4
O=C(N1CCOCC1)C1(c2ccc(Cl)cc2)CCCC1,0,-4,-1.1,-4,0,0,-1,-9,-0.7
C=CCn1c(SCC(=O)NC2CCCCC2)nnc1-c1cccnc1,3,2,-0.2,1,5,3,5,-8,0.2
Cc1cc(C(=O)CN2C(=O)NC3(CCC(C)CC3)C2=O)c(C)n1C (stereo not drawn),6,-19,0.3,-4,-4,-1,-3,4,-0.2
O=S(=O)(NCC1CCN(c2ccc(S(=O)(=O)N3CCOCC3)cc2)CC1)c1ccc(F)cc1,-5,-5,0.5,-2,-4,4,-11,4,0.8
Cc1cccc(COc2ccc(S(=O)(=O)N3CCOCC3)cc2[N+](=O)[O-])c1,3,-15,0.4,-5,-5,6,6,-16,0.2
CCN(Cc1ccccc1)C(c1ccc(C)cc1)c1nnnn1C(C)(C)C (stereo not drawn),-8,5,-0.5,9,-6,2,23,26,0.0
CC(C)(C)c1ccc(SCCc2ccccn2)cc1,24,-6,-0.4,3,8,3,1,3,-0.2
COc1ccccc1C(=O)NC(=O)CSc1nnc(N)s1,13,-2,0.1,-3,-4,3,6,-16,-0.1
CN(C)C(=O)N1CCC(C(=O)N2CCCC(C(=O)c3cccc4ccccc34)C2)CC1 (stereo not drawn),4,-17,0.0,-4,10,1,-3,-21,0.4
CC(=O)Nc1nc(N)n(-c2ccccc2)n1,8,25,0.3,-5,-13,1,9,3,-0.3
CCOc1cc(CNCc2ccncc2)cc(Br)c1OCc1ccccc1F,2,-2,0.4,-7,3,17,-1,-11,0.1
Cc1ccc(C2c3[nH]c4ccccc4c3CCN2C(=O)CCC2CCCC2)cc1 (stereo not drawn),.,-30,0.1,-2,11,3,4,-6,0.4
O=C(N/N=C/c1ccc(F)cc1)c1cc(-c2ccc3c(c2)OCO3)n[nH]1,2,-11,-0.1,-5,-1,0,6,-14,0.3
Cc1ccc(N2C(=O)NC(NS(=O)(=O)c3ccc(Cl)cc3)(C(F)(F)F)C2=O)cc1C (stereo not drawn),.,.,0.5,-3,4,0,12,6,0.6
Cc1ccc(NC(=O)c2ccc(S(=O)(=O)NCC3CCCO3)cc2)cc1 (stereo not drawn),-1,-12,0.1,-3,-1,4,5,11,-1.5
CC(=O)c1ccc(NC(=O)CCc2ccc(C)o2)cc1,3,-6,-0.1,-4,-8,3,2,-16,-0.5
CC(=O)Nc1ccc(NC(=O)C(C)OC(=O)c2cccc(S(=O)(=O)N3CCCC3)c2)cc1 (stereo not drawn),-3,-13,2.0,4,4,3,-1,4,1.1
Cc1ccc(N(C)C(=O)CN(C)S(=O)(=O)c2ccc3c(c2)n(C)c(=O)c(=O)n3C)cc1,-9,5,1.1,0,-7,0,-2,-6,-0.1
Cc1ccc(OCC(=O)NNC(=O)C2CC(=O)N(c3ccc4c(c3)OCCO4)C2)cc1 (stereo not drawn),0,8,0.0,-5,13,2,2,-20,0.1
Cc1ccc(Cl)cc1N1CCN(C(=O)c2cccc3c(=O)c(C)c(-c4ccccc4)oc23)CC1,11,-13,27,16,15,34*,4,59,1.4

# Assay outcomes deposited in PubChem BioAssay by National Center for Advancing Translational Sciences (NCATS).
